TRHR PAM: TRH receptor (human) allosteric enhancement; TRHR cells, fluo-8 calcium fluorescence, EC20 TRH enhancement; enhancement, % at 2 µM; hit rate 0.66% among 360,000; in the data active = enhancement above about 30%; also: 0% is about no effect
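Enhancer read-out: after compound pinning and an initial kinetic agonist-mode read, an EC20 of TRH (10 nM final) was injected and fluo-8 calcium signal (Ex 480/Em 530) followed at 1 s/cycle for 100 cycles in TRHR-expressing cells.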
D2 antag: antagonists of human D2 dopamine receptor; P14416; HEK293 TREx D2 cells, calcium flux, dopamine EC80; inhibition, % at 10 µM; hit rate 2% among 340,000; in the data active = inhibition above about 30%; also: 0% is about no effect
Target sequence (P14416 whole entry, looked up): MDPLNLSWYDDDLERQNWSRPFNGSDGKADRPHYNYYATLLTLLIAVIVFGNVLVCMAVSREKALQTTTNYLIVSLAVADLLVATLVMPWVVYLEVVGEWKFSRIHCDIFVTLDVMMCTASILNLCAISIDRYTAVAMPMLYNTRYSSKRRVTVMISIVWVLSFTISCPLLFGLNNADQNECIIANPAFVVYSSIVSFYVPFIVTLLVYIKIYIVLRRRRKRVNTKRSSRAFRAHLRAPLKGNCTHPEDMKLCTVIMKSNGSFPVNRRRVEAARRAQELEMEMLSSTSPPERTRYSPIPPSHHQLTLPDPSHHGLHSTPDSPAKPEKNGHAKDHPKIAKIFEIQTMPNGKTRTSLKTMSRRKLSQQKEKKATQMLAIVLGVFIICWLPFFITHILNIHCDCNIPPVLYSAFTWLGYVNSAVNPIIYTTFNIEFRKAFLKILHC
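Cells plated overnight at 30 C with tetracycline; no-wash calcium dye, 30–90 min RT; 10 s baseline; compound pinned; 180 s read; EC80 dopamine added; another 180 s read.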
D1 antagonist: blocks dopamine activation of the human D1 receptor | P21728 | HEK293 TREx D1 cells, calcium flux, dopamine EC80; active compounds read low | activity change, negative = inhibition, % at 10 µM | hit rate 3.2% among 360,000 | AID 504652; in the data active = activity change below about -30%; also: % is scaled to controls: 0 for no effect and ±100 for the full control effect
Target sequence (P21728 whole entry, looked up): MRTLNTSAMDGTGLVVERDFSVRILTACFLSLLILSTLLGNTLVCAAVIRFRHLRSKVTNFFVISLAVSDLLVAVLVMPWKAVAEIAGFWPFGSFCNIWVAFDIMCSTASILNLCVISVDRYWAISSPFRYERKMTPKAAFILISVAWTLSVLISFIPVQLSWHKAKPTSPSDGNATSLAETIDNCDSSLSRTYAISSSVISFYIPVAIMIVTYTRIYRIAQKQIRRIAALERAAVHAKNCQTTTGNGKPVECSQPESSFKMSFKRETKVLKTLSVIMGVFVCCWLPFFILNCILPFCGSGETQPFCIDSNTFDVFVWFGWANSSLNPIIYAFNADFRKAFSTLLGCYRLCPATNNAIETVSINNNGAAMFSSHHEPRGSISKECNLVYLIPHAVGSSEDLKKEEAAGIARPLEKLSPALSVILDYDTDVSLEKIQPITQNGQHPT
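Using tetracycline-induced force-coupled D1 Hek293 cells and a calcium dye, signals were followed for 180 s after compound, then for 180 s after EC80 dopamine, to detect inhibitors.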
D2 potentiator: positive allosteric modulators of human D2 dopamine receptor; P14416; HEK293 T-REx D2, calcium flux, EC20 dopamine potentiation; potentiation, % at 10 µM; hit rate 0.34% among 340,000;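 active = potentiation over 3 SD above the plate norm, cut at about 30% in these data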; also: 0% is about no effect
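Potentiation of an EC20 dopamine calcium response measured kinetically over 180 s, after a preceding 180 s compound-only read flagging agonists. Cells: inducible Hek293 Trex D2 line, 4000/well, cultured overnight at 30 C before dye loading.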
RXFP1 antag: RXFP1 (human) relaxin receptor antagonism | Q9HBX9 | HEK293-RXFP1, relaxin-stimulated cAMP HTRF, 30 min; active compounds read low | activity change, negative = inhibition, % at 57.5 µM | hit rate 0.59% among 350,000 | AID 1259400;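 active = activity change of -60% or lower, but not beyond a set lower limit; inconclusive = change between -60% and -40%, or beyond the set limit; inactive = change above -40%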; also: % is scaled to controls: 0 for no effect and ±100 for the full control effect
D1 potentiator: human D1 dopamine receptor positive modulation; P21728; HEK293 TREx D1 cells, calcium flux, dopamine EC20 potentiation; potentiation, % at 10 µM; hit rate 0.036% among 360,000; AID 504651; in the data active = potentiation above about 30%; also: 0% is about no effect
D2 agonist: D2 dopamine receptor (human) agonism; HEK293 T-REx D2 cells, calcium flux agonist mode; activation, % at 2 µM; P14416; hit rate 0.53% among 340,000;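 active = activation over 3 SD above normal in the single-dose calcium agonist read, cut at about 30% in these data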; also: 0% is about no effect
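Agonism is scored from calcium flux in a force-coupled, inducible HEK293 cell line expressing D2, read kinetically for 180 s after compound addition against dopamine controls.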
TRHR ag: activates the human TRH receptor; activation, % at 2 µM; P34981; AID 493084; hit rate 0.18% among 360,000; TRHR cells, calcium flux fluo-8, FDSS agonist mode; also: 0% is about no effect
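Steps: seed TRHR cells overnight; add fluo-8 no-wash Ca dye, RT 30 min–1.5 h; record 10 s baseline; pin-transfer compounds; monitor fluorescence 1 cycle/s for the agonist window. Calcium increases flag candidate agonists.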
D1 agonist: human D1 receptor agonism | hit rate 1% among 360,000 | activation, % at 2 µM | HEK293 T-REx D1 cells, calcium flux, agonist mode | AID 504660 | P21728; also: 0% is about no effect
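Agonism was scored from calcium flux recorded over 180 s (1 read/s) after pintool compound addition, following a 10-cycle baseline. Cells were inducible force-coupled HEK293 TREx D1, plated overnight at 30 C and loaded with no-wash calcium dye.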
Active calls of the source: *; & = joins results of further samples. Rule as the data show it, unless noted: active = activation above about 30%; inactive = the rest.

For COc1cc(-c2nnc(COc3ccc4cc(Br)ccc4c3)o2)cc(OC)c1OC the results were TRHR PAM 13, D2 antag 2, D1 antagonist -5, D2 potentiator -7, RXFP1 antag 5, D1 potentiator 2, D2 agonist 0.3, TRHR ag 0.8 and D1 agonist 3.
For CCOC(=O)C(NCc1ccccc1OC)(NC(C)=O)C(F)(F)F (stereo not drawn) the results were TRHR PAM 5, D2 antag 27, D1 antagonist -4, D2 potentiator -12, RXFP1 antag 11, D1 potentiator 0, D2 agonist 1.0, TRHR ag 0.2 and D1 agonist 3.
Cc1ccc(-c2nnc(Nc3ccc(Br)cc3)c3ccccc23)cc1S(=O)(=O)NCC1CCCO1 (stereo not drawn) was read as TRHR PAM 1, D1 antagonist -21, D2 potentiator 1, RXFP1 antag -3, D1 potentiator -2, D2 agonist -0.6, TRHR ag 0.0 and D1 agonist -2.
For CCCn1cc(S(=O)(=O)c2ccccc2)c(=O)c2cc(OCC)ccc21 the results were TRHR PAM 5, D2 antag 1, D1 antagonist 5, D2 potentiator 10, RXFP1 antag 1, D1 potentiator 4, D2 agonist -0.1, TRHR ag -0.6 and D1 agonist 5.
`O=C(CCC(=O)N(CC(=O)NC1CCCC1)C1CCCC1)Nc1ccccn1` gave TRHR PAM -6, D2 antag 0, D1 antagonist 0, D2 potentiator -6, RXFP1 antag -2, D1 potentiator -2, D2 agonist 0.1, TRHR ag 0.0 and D1 agonist 2.
For CCN(CC)C(=O)c1sc(NC(=O)c2cccs2)c(C#N)c1C the results were TRHR PAM 3, D2 antag -8, D1 antagonist 10, D2 potentiator -6, RXFP1 antag -36, D1 potentiator -1, D2 agonist 0.3, TRHR ag -0.1 and D1 agonist 1.
Screening CCCn1nc(C(=O)NCCN2CCOCC2)c2ccccc2c1=O returned TRHR PAM -4, D1 antagonist -13, D2 potentiator 0, RXFP1 antag 7, D1 potentiator 0, TRHR ag -0.2 and D1 agonist 1.
For COc1cccc(CCNC(=O)c2cc(COc3c(F)cccc3F)on2)c1 the results were TRHR PAM -3, D2 antag 10, D1 antagonist -23, D2 potentiator -3, RXFP1 antag -15, D1 potentiator -12, D2 agonist -1.0, TRHR ag -0.3 and D1 agonist 10.
COc1cccc(CCNC(=O)CCc2nnc(-c3cc(C)oc3C)o2)c1 was read as TRHR PAM 2, D2 antag -9, D1 antagonist -5, D2 potentiator 3, RXFP1 antag 11, D1 potentiator -4, D2 agonist -0.3, TRHR ag -0.6 and D1 agonist 2.
Screening O=S(=O)(Cc1ccc(Cl)cc1)NCc1ccc2c(c1)OCO2 returned TRHR PAM -8, D2 antag -9, D1 antagonist -36*, D2 potentiator 11, RXFP1 antag -3, D1 potentiator -2, D2 agonist -0.7, TRHR ag -2.6 and D1 agonist 5.
Screening N#Cc1c(N2CCN(c3ccc(F)cc3)CC2)nc(N)c2c(N)nc3c(c12)CC(=O)N3C1CC1 returned TRHR PAM 0, D2 antag 3, D1 antagonist -1, D2 potentiator 2, RXFP1 antag inconclusive, D1 potentiator 8, D2 agonist -2.7, TRHR ag -0.5 and D1 agonist 2.
For CCOCCCNC(=O)c1cn(CC(C)C)c(=O)c2c1c1ccccc1n2C the results were TRHR PAM 5&-3, D2 antag 8, D1 antagonist -10&-4, D2 potentiator -5&18, RXFP1 antag -19&-11, D1 potentiator 0&0, D2 agonist -0.3&-0.2, TRHR ag 0.2&-1.0 and D1 agonist 1&-2.
For COc1ccc([C@H]2CC(=O)C=C(c3cccc4c3sc3ccccc34)C2)cc1OC the results were TRHR PAM 2, D2 antag 15, D1 antagonist -36*, D2 potentiator 1, D1 potentiator -4, D2 agonist -0.1, TRHR ag 1.1 and D1 agonist 6.
Screening COc1ccccc1CNC(=O)c1ccccc1OC returned TRHR PAM 4, D2 antag 1, D1 antagonist -18, D2 potentiator 10, RXFP1 antag -9, D1 potentiator -7, D2 agonist 0.6, TRHR ag -1.3 and D1 agonist 2.
`O=S(=O)(c1ccccc1)N1CCN(CCO)CC1` gave TRHR PAM 0, D2 antag -10, D1 antagonist 1, D2 potentiator 0, RXFP1 antag -2, D1 potentiator -6, D2 agonist 1.2, TRHR ag 0.7 and D1 agonist 3.

Three structures from above, ordered by number of heavy atoms, highest first:
Screening N#Cc1c(N2CCN(c3ccc(F)cc3)CC2)nc(N)c2c(N)nc3c(c12)CC(=O)N3C1CC1 returned TRHR PAM 0, D2 antag 3, D1 antagonist -1, D2 potentiator 2, RXFP1 antag inconclusive, D1 potentiator 8, D2 agonist -2.7, TRHR ag -0.5 and D1 agonist 2.
`O=C(CCC(=O)N(CC(=O)NC1CCCC1)C1CCCC1)Nc1ccccn1` gave TRHR PAM -6, D2 antag 0, D1 antagonist 0, D2 potentiator -6, RXFP1 antag -2, D1 potentiator -2, D2 agonist 0.1, TRHR ag 0.0 and D1 agonist 2.
Screening CCCn1nc(C(=O)NCCN2CCOCC2)c2ccccc2c1=O returned TRHR PAM -4, D1 antagonist -13, D2 potentiator 0, RXFP1 antag 7, D1 potentiator 0, TRHR ag -0.2 and D1 agonist 1.

Pulled by compound from the entries so far:
`O=C(CCC(=O)N(CC(=O)NC1CCCC1)C1CCCC1)Nc1ccccn1` gave TRHR PAM -6, D2 antag 0, D1 antagonist 0, D2 potentiator -6, RXFP1 antag -2, D1 potentiator -2, D2 agonist 0.1, TRHR ag 0.0 and D1 agonist 2.
For CCOCCCNC(=O)c1cn(CC(C)C)c(=O)c2c1c1ccccc1n2C the results were TRHR PAM 5&-3, D2 antag 8, D1 antagonist -10&-4, D2 potentiator -5&18, RXFP1 antag -19&-11, D1 potentiator 0&0, D2 agonist -0.3&-0.2, TRHR ag 0.2&-1.0 and D1 agonist 1&-2.
For CCCn1cc(S(=O)(=O)c2ccccc2)c(=O)c2cc(OCC)ccc21 the results were TRHR PAM 5, D2 antag 1, D1 antagonist 5, D2 potentiator 10, RXFP1 antag 1, D1 potentiator 4, D2 agonist -0.1, TRHR ag -0.6 and D1 agonist 5.

Continuation:
For O=C(CSc1nnc(-c2ccccc2F)o1)N1CCNC1=O the results were TRHR PAM 1, D2 antag -12, D1 antagonist -1, D2 potentiator 3, RXFP1 antag 6, D1 potentiator -14, D2 agonist 0.3, TRHR ag 0.4 and D1 agonist 1.
`CCNc1nc(NC(C)(C)C)nc(Oc2ccc(=O)n(-c3ccccc3)n2)n1` gave TRHR PAM 9&16, D2 antag -41, D1 antagonist 34&10, D2 potentiator 22&14, RXFP1 antag -5, D1 potentiator 4&-2, D2 agonist -1.3, TRHR ag -1.2&-0.3 and D1 agonist 9&-2.
For CCOC(=O)N1CCN(CC(c2ccccc2)c2ccccc2)CC1 the results were TRHR PAM 13, D2 antag -6, D1 antagonist 4, D2 potentiator 0, RXFP1 antag 1, D1 potentiator -13, D2 agonist 1.6, TRHR ag -0.8 and D1 agonist 1.
Screening CCOc1ccc(NC(=O)C/C(C)=N/NC(=O)c2cnccn2)cc1 returned TRHR PAM 4, D2 antag 6, D1 antagonist 8, D2 potentiator -5, RXFP1 antag -2, D1 potentiator -3, D2 agonist 0.6, TRHR ag 0.1 and D1 agonist -1.
For Cc1cccc(NC(=O)C2CCCN2C(=O)OCC(C)C)c1 (stereo not drawn) the results were TRHR PAM -5, D2 antag -1, D1 antagonist 3, D2 potentiator -3, RXFP1 antag 7, D1 potentiator -4, D2 agonist -0.8, TRHR ag 1.5 and D1 agonist 0.
For COC(=O)c1nc(NC(=O)c2cc(OC)c(OC)c(OC)c2)n[nH]1 the results were TRHR PAM 11, D2 antag -12, D1 antagonist 2, D2 potentiator -2, RXFP1 antag -21, D1 potentiator -4, D2 agonist -0.5, TRHR ag -1.4 and D1 agonist 5.
CC(C(=O)NC(=O)NC1CCCCC1)N1CCN(c2ccc(O)cc2)CC1 (stereo not drawn) was read as TRHR PAM 5, D2 antag -64, D1 antagonist -14, D2 potentiator 0, RXFP1 antag 2, D2 agonist -2.2, TRHR ag -0.2 and D1 agonist 3.
`CCOC(=O)CCNC(=O)N1CCCC(C(=O)c2ccc3c(c2)OCO3)C1` (stereo not drawn) gave TRHR PAM 2, D2 antag -8, D1 antagonist -16, D2 potentiator 6, RXFP1 antag -5, D1 potentiator 3, D2 agonist 0.6, TRHR ag -0.3 and D1 agonist -1.
Clc1ccc(-n2ncc3c(NCc4ccco4)ncnc32)cc1 was read as TRHR PAM 7, D2 antag -22, D1 antagonist -44*, D2 potentiator -9, RXFP1 antag -5, D1 potentiator -3, D2 agonist -2.2, TRHR ag 0.6 and D1 agonist 1.
`COc1cccc(-n2c(C)nnc2SCC#N)c1` gave TRHR PAM 2, D2 antag 9, D1 antagonist -4, D2 potentiator -8, RXFP1 antag -2, D1 potentiator -1, D2 agonist 0.2, TRHR ag 0.2 and D1 agonist 1.
Screening Cc1ccc(OCC(=O)NNC(=O)[C@@H]2CCCC[C@@H]2C(=O)O)c(Br)c1 returned TRHR PAM 10, D2 antag -11, D1 antagonist -9, D2 potentiator 5, RXFP1 antag 6, D1 potentiator 0, D2 agonist 0.2, TRHR ag 0.1 and D1 agonist -1.
For Cc1c(C)c2c(OCC(=O)Nc3ccc(CCO)cc3)cc3c(c2oc1=O)CCC(C)(C)O3 the results were TRHR PAM -2, D2 antag -7, D1 antagonist -4, D2 potentiator -9, D1 potentiator 1, D2 agonist 1.3, TRHR ag 1.9 and D1 agonist 2.
`CCOc1ccc(-c2cc(-c3nc(-c4ccc(OC)c(OC)c4)no3)[nH]n2)cc1` gave TRHR PAM 18, D1 antagonist -10, D2 potentiator 2, RXFP1 antag -14, D1 potentiator 3, D2 agonist 0.5, TRHR ag 0.9 and D1 agonist 3.
COc1ccccc1-c1cc(C(=O)NCCN2CCOCC2)no1 was read as TRHR PAM 3, D2 antag 25, D1 antagonist 4, D2 potentiator -15, RXFP1 antag -8, D1 potentiator 2, D2 agonist -0.1, TRHR ag -0.4 and D1 agonist 1.
CNc1nc(N2CCc3ccccc32)ncc1F was read as TRHR PAM 1, D2 antag -11, D1 antagonist -21, D2 potentiator 2, RXFP1 antag 6, D1 potentiator -3, D2 agonist 0.0, TRHR ag -0.5 and D1 agonist 1.
`FC(F)(F)c1cccc(Oc2nc(-c3ccccc3)nnc2C(F)(F)F)c1` gave TRHR PAM 3, D2 antag 7, D1 antagonist -18, D2 potentiator 28, RXFP1 antag 15, D1 potentiator 2, D2 agonist 0.5, TRHR ag -0.4 and D1 agonist 0.
Screening Cc1ccc(CNC(=O)C2CCN(S(=O)(=O)c3c(C)noc3/C=C/c3cccs3)CC2)cc1 returned TRHR PAM -9, D1 antagonist 2, D2 potentiator -11, RXFP1 antag -4, D1 potentiator 1, D2 agonist 0.5, TRHR ag 1.7 and D1 agonist 10.
CCc1cc(=O)oc2cc(C)cc(OC(C)C(=O)NCc3ccccn3)c12 (stereo not drawn) was read as TRHR PAM -1, D2 antag 3, D1 antagonist 13, D2 potentiator -5, RXFP1 antag -3, D1 potentiator -2, D2 agonist -0.7, TRHR ag -0.4 and D1 agonist 1.

Bioassay records (PubChem BioAssay)
